Tb PFK block – inhibitors of T. brucei phosphofructokinase. O15648. AID 485367. Potency, µM (top dose mostly 57.5 µM), without a hit: top-dose activity, negative = inhibition, most hits filed as inhibitors. 0.17% of 330,000 active. T. brucei PFK, ADP-Glo luminescence;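 note: potency is the fitted concentration of half-maximal effect; 0% = uninhibited 1x PFK enzyme wells and -100% = no-enzyme wells; nearly all actives have a fitted effect of over 60% in size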
Target sequence (O15648 whole entry, looked up): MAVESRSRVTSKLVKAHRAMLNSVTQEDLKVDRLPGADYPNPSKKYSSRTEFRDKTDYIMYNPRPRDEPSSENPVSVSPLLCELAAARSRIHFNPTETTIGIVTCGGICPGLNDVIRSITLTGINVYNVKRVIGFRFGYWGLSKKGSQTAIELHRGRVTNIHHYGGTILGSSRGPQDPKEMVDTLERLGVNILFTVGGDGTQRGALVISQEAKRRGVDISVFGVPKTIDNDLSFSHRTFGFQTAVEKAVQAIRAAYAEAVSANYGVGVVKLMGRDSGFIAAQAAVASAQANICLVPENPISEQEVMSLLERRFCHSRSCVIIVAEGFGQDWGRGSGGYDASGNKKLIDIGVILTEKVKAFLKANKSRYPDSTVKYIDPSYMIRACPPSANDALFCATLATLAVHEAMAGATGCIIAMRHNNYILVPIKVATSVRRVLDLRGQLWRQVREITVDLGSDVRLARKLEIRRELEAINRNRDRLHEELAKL
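Luminescent ADP detection (ADP-Glo, two-step: ATP depletion then ADP-to-ATP conversion for luciferase) reported PFK activity after 45 min room-temperature reaction of 1.25 nM enzyme with 0.5 mM F6P and 0.1 mM ATP at pH 8.0.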
USP2a block – blocks human ubiquitin-specific protease USP2a; O75604; USP2 core, Ub-CHOP2 coupled fluorogenic reporter, 485/531; Potency, µM (top dose mostly 38.3 µM), for inactives: at the highest dose activity change, negative = inhibition, actives largely listed as inhibitors; 0.01% of 330,000 active; AID 463254;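 note: potency is the fitted concentration of half-maximal effect; plate controls were DMSO wells for no effect and full inhibition by NEM control for full effect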
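Cell-free coupled assay: 10nM USP2 core preincubated 30min RT with compound in Tris-HCl pH 8.0/CaCl2/CHAPS buffer, then 25nM Ub-CHOP2 and 25nM reporter substrate; fluorescence (Ex 485/Em 531) read after 60min RT, normalized to NEM inhibition, concentration-response curves fitted.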
TCR activator – activates T cell receptor signaling; primary human leukocytes, anti-CD3, IL-2 HTRF, 48 h; Potency, µM (doses to about 9.22 µM), inactives show at the highest dose activation of IL-2 secretion, hits mostly activators; 330,000 tested, under 10 active; AID 504894; note: % of control where 0% means no effect
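Primary human leukocytes incubated 48 hr with anti-CD3 beads plus compound, without co-stimulation. Secreted IL-2 measured by HTRF (europium cryptate/d2 anti-IL-2 pair, 320 nm excitation, 665 nm emission).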
Eya2 phos inh – inhibitors of human Eya2 phosphatase activity; recombinant Eya2, OMFP fluorescence dephosphorylation (OMFP is methylfluorescein phosphate); 0.006% of 330,000 active; O00167; Potency, µM (top dose mostly 76.9 µM), inactives show at the highest dose activity, negative = inhibition, usual class: inhibitors; note: potency is the fitted concentration of half-maximal effect; % is set by controls: 0 for no effect and ±100 for the full control effect
Target sequence (O00167 whole entry, looked up): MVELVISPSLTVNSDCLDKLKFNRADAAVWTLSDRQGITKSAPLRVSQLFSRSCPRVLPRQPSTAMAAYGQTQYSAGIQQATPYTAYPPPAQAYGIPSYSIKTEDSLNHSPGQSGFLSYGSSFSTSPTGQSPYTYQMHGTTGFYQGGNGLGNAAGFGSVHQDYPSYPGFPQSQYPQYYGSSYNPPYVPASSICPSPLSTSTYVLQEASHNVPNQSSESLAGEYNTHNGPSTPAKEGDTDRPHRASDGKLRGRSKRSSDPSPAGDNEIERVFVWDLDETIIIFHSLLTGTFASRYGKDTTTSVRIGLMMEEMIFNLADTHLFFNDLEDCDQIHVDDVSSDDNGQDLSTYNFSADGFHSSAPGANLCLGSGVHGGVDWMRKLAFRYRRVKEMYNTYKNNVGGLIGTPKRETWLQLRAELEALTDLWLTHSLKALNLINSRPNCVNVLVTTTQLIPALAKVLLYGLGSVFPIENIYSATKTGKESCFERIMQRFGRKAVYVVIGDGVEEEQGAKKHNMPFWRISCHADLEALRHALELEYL
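Eya2 protein (added as 0.2 uM solution) was preincubated with compound for 10 min at ambient temperature in 50 mM HEPES pH 7.5, 50 mM NaCl, 5 uM MgCl2, 0.05% BSA, 1 mM DTT. OMFP (added at 50 uM) then reacted 10 min; fluorescence read at 485/525 nm.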
Mito fusion act – mitochondrial division inhibition or fusion activation. S. cerevisiae fusion-defective mutant growth rescue, CellTiterGlo 48 h. Potency, µM (top dose mostly 46.1 µM), for the others: top-dose growth rescue (activation), actives largely listed as activators. 0.23% of 320,000 active. AID 485298;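 note: potency is the fitted concentration of half-maximal effect; % of control where 0% means no effect; nearly all actives have a fitted effect of over 45% in size; temperature-sensitive fusion mutants such as fzo1-1 at 37 °C on non-fermentable ethanol glycerol medium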
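Yeast fusion mutant, YPEG (non-fermentable carbon), compound, 48 h at 37C non-permissive; CellTiterGlo added, 10 min RT, luminescence read. Rescued growth = division inhibition.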
uPA generation – inhibitors of cell surface uPA generation; cell surface uPA generation assay, qHTS; Potency, µM (top dose mostly 38.3 µM), inactives show top-dose activity change, negative = inhibition, usual class: inhibitors; 0.31% of 330,000 active; active = well fitted inhibition curve with a large enough effect; inconclusive = small, poorly fitted or top-dose-only effect; inactive = no such curve, though single readings can be large or run the other way; tested in mouse RAW 264.7 cells; note: potency is the fitted concentration of half-maximal effect; % is set by controls: 0 for no effect and ±100 for the full control effect; nearly all actives have a fitted effect of over 55% in size
ELG1 repair inh – inhibitors of ELG1-dependent DNA repair in HEK293T cells. HEK293T ELG1-luciferase reporter, luminescence, 16 h; DNA damage induced by 5-fluorouridine. Potency, µM (top dose mostly 46.1 µM), inactives show at the top dose activity change, negative = inhibition, hits mostly inhibitors. 2.3% of 330,000 active. AID 504467; note: potency is the fitted concentration of half-maximal effect; % is set by controls: 0 for no effect and ±100 for the full control effect; nearly all actives have a fitted effect of over 55% in size
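Cells (2,000 per well) received 5-fluorouridine plus test compound or DMSO and were incubated 16 hr at 37 °C, 5% CO2. Luciferase activity was read by luminescence 30 min after ONE-Glo addition; signal suppression marked inhibition of damage-induced ELG1 function.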
TSG101-PTAP inh – blocks PTAP/TSG101 interaction to inhibit HIV-1 budding | Q99816 | Fluorescence polarization, FITC-PTAP peptide / Tsg101 binding | Potency, µM (top dose mostly 115 µM), for inactives: at the top dose activity change, negative = inhibition, usual class: inhibitors | 340,000 tested, under 10 active | AID 493005; active = well fitted inhibition curve with a large enough effect in the main read-out, with a control signal flat, not every such curve was filed as active; inconclusive = small, poorly fitted or top-dose-only effect, or effect the other way, or a change in a side signal; inactive = no such curve, though single readings can be large or run the other way; note: potency is the fitted concentration of half-maximal effect; % of control where 0% means no effect
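Compounds were pin-transferred onto Tsg101 binding domain (10 uM final) in HEPES pH 7.5 buffer, then FITC-PTAP peptide was added at 50 nM final. After 20 min at RT, polarization reported peptide displacement across a qHTS concentration series.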
B2AR arrestin – beta2AR (human) beta-arrestin recruitment activity. P07550. beta-arrestin recruitment to beta2AR, cell-based reporter. Potency, µM (series often up to 46.1 µM), for inactives: at the top dose activation, hits mostly activators. 0.02% of 330,000 active. AID 492947;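 note: potency is the fitted concentration of half-maximal effect; 0% = DMSO controls and full agonism = EC100 isoproterenol or metaproterenol; nearly all actives have a fitted effect of over 65% in size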
TSHR antagonist – antagonists of human thyroid stimulating hormone receptor. activity change, negative = inhibition, % at 11.5 µM. 0.2% of 330,000 active. TSHR-expressing cells, TSH-stimulated cAMP HTRF, 2 h; stronger effect = lower value. AID 504810. P16473;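 active = activity change below a set negative limit, meaning inhibition stronger than a set level, cut at about -70% in these data; inconclusive = activity change between two set negative limits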; note: % is set by controls: 0 for no effect and ±100 for the full control effect
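Read-out is FRET at 665 nm (cryptate excitation 337 nm) from a cryptate-tagged anti-cAMP antibody, competed by cell cAMP against cAMP-d2. Compounds are tested on freshly harvested TSHR cells challenged with 4nM TSH (EC80) for 2 hours at 37 deg C.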
BCR signal inh – chronic active BCR signaling inhibition; ABC-DLBCL IkBa-CBG/CBR reporter, luminescence ratio, 4 h; Potency, µM (titrated, usually from 46.1 µM), inactives show at the top dose ratio change, negative = lower green/red ratio, actives largely listed as inhibitors; 0.05% of 340,000 active; AID 493014; active = well fitted inhibition curve with a large enough effect in the signal ratio, with a control signal flat, not every such curve was filed as active; inconclusive = small, poorly fitted or top-dose-only effect, or effect the other way, or a change in a side signal; the % refers to the signal ratio;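 note: potency is the fitted concentration of half-maximal effect; plate controls were basal doxycycline-induced cells for no effect and cells given 10 µM MG132 for full effect; MG132 reads +100%, hits lower the ratio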
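TMD8 ABC-DLBCL cells carrying doxycycline-inducible green luciferase fused to IkappaBalpha plus unfused red luciferase were exposed to compounds (up to 46 uM) for 4 hrs at 37C. Activity came from the overlap-corrected green/red luminescence ratio.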
* = called active by the depositor; ? = inconclusive; . = no result given; [ ] = dose if it differs, or a comment. Unless noted, calls come from the whole dose curve; as a rule, active = well fitted curve in the direction sought with a large enough effect; inconclusive = small, poorly fitted or top-dose-only effect, or another doubt; inactive = no such curve, though single readings can be large; an effect the other way counts as inactive or inconclusive.

SMILES	Tb PFK block	USP2a block	TCR activator	Eya2 phos inh	Mito fusion act	uPA generation	ELG1 repair inh	TSG101-PTAP inh	B2AR arrestin	TSHR antagonist	BCR signal inh
Cc1ccc(-c2nn(C)c(=O)c3ccccc23)cc1CNC(=O)c1ccco1	2%	1%	4%	-15%	2%	0%	?	-3%	0.0%	-5	-24%
COc1ccc(S(=O)(=O)NCCSCc2ccco2)cc1Cl	-14%	-1%	0%	5%	4%	-2%	19%	-5%	-0.3%	8	?
CC(C)(C)c1ccc(-c2cn(-c3ccc(Br)cc3)c3[n+]2CCCS3)cc1	2%	0%	3%	-11%	-6%	-21%	4.1µM*	1%	0.1%	11	?
COc1cc(C(=O)NC(=S)Nc2csc(-c3ccc(F)cc3)n2)cc(OC)c1OC	3%	3%	-1%	-26%	-1%	3%	3%	1%	0.3%	-1	?
COc1ccc(OCCC(=O)OCC(=O)NCCC2=CCCCC2)cc1	-1%	0%	2%	12%	-6%	2%	?	2%	-0.6%	19	-3%
Cc1ccc(CS(=O)Cc2ccc(C(=O)NC3CCC(C)CC3)o2)cc1 (configuration not stated)	2%	2%	6%	-10%	-10%	1%	6%	-8%	-0.4%	2	11%
CSCCC(NC(=O)c1cccc(C)c1)C(=O)Nc1sccc1C(N)=O (configuration not stated)	-4%	-4%	1%	11%	13%	1%	-3%	-6%	0.1%	10	15%
CCn1c(SCC(=O)Nc2cccc(C)c2)nc2ccccc2c1=O	2%	1%	4%	5%	2%	2%	-12%	0%	-0.1%	-8	?
CCn1c(SCC(=O)Nc2cccc(O)c2)nc2c1c(=O)n(C)c(=O)n2C	-7%	2%	-3%	-6%	4%	-4%	11%	2%	0.4%	27	?
O=C(C1=C(O)C(=O)N(CC2CCCO2)C1c1ccccc1Cl)c1ccco1 (configuration not stated)	0%	4%	-9%	-18%	3%	6%	1%	-8%	0.1%	5	?
O=S(=O)(c1cccs1)N1CCc2ccccc2C1	-7%	2%	6%	7%	2%	-1%	0%	-1%	-0.4%	0	-2%
C/C(=N\NC(=O)c1nnn(-c2nonc2N)c1CSc1ccc(C)cc1)c1ccco1	2%	1%	-2%	-6%	-7%	2%	2%	-1%	0.5%	1	3%
Cc1ccc2cccc(OCC(=O)Nc3ccc4c(c3)OCO4)c2n1	1%	-1%	.	-11%	-3%	10%	?	-8%	-0.1%	6	1%
O=C(OCC(=O)N1CCN(C(=O)c2ccco2)CC1)c1cc(=O)c2ccccc2o1	0%	0%	-1%	1%	-2%	-1%	-3%	-2%	-0.2%	2	0%
Cc1cccc(NC(=O)CN2C(=O)c3ccccc3S2(=O)=O)n1	-6%	2%	-63%	5%	-10%	1%	20%	-4%	-0.3%	-7	4%
O=C1c2ccccc2N2C(=O)c3ccccc3C2N1Cc1ccccc1 (configuration not stated)	2%	14%	0%	-18%	6%	-4%	-15%	-7%	0.2%	-7	?
CC(=O)Nc1ccc(S(=O)(=O)N(C)Cc2ccccc2)cc1	4%	2%	-3%	9%	-2%	6%	0%	-7%	0.3%	31	1%
Cc1ccc(S(=O)(=O)NNC(=O)C(=O)NNS(=O)(=O)c2ccc(C)cc2)cc1	-11%	3%	4%	-1%	1%	9%	-6%	-3%	0.5%	-14	2%
Cc1cccc(-c2nsc(SCC(=O)N3CCCC3)n2)c1	-4%	-1%	-4%	11%	4%	-7%	?	-4%	-0.7%	-13	?
CC12CCC(=O)N1c1ccccc1C(=O)N2c1ccccc1 (configuration not stated)	0%	0%	0%	17%	2%	-5%	-9%	-4%	-0.8%	4	8%

Reformatted with values under each structure: entries from further up
Results follow in this order: Tb PFK block, USP2a block, TCR activator, Eya2 phos inh, Mito fusion act, uPA generation, ELG1 repair inh, TSG101-PTAP inh, B2AR arrestin, TSHR antagonist, BCR signal inh
C/C(=N\NC(=O)c1nnn(-c2nonc2N)c1CSc1ccc(C)cc1)c1ccco1
    2%, 1%, -2%, -6%, -7%, 2%, 2%, -1%, 0.5%, 1, 3%
Cc1ccc2cccc(OCC(=O)Nc3ccc4c(c3)OCO4)c2n1
    1%, -1%, ., -11%, -3%, 10%, ?, -8%, -0.1%, 6, 1%
O=C(OCC(=O)N1CCN(C(=O)c2ccco2)CC1)c1cc(=O)c2ccccc2o1
    0%, 0%, -1%, 1%, -2%, -1%, -3%, -2%, -0.2%, 2, 0%

The list goes on.
SMILES	Tb PFK block	USP2a block	TCR activator	Eya2 phos inh	Mito fusion act	uPA generation	ELG1 repair inh	TSG101-PTAP inh	B2AR arrestin	TSHR antagonist	BCR signal inh
CCOC(=O)c1cc2occc2n1CC(=O)NCCOC	-2%	-2%	6%[46.1 µM]	-3%	-1%	7%	3%	-1%	-1.5%	-1	0%
O=C(Nc1ccc2sccc2c1)c1ccc(Cl)s1	4%	-4%	-1%	-11%	3%	-10%	?	0%	0.0%	-6	?
O=C(C1CCN(S(=O)(=O)c2ccc(-n3cnnn3)cc2)CC1)N1CCCCC1	0%	-1%	8%	8%	-2%	.	-19%	-5%	-1.0%	-10	4%
Cc1nnc(NC(=O)c2csc3c2CCCC3)s1	-2%	0%	.	3%	-1%	.	?	.	0.0%	6	-2%
CCOC(=O)N1CCN(Cc2nc3c(c(=O)n(C)c(=O)n3C)n2Cc2ccc(F)cc2)CC1	-16%	0%	-6%[46.1 µM]	6%	1%	7%	?	-2%	0.1%	21	5%
O=C(c1ccc(Cl)c([N+](=O)[O-])c1)N(Cc1ccccc1)C1CCS(=O)(=O)C1 (configuration not stated)	-1%	1%	-2%[46.1 µM]	-6%	1%	-8%	4%	-3%	-0.2%	-12	3%
CC(C)N1CCC(N2CCN(C3CCCCCC3)CC2CCO)CC1 (configuration not stated)	1%	-3%	-1%	-3%	4%	3%	10%	-2%	0.4%	1	0%
O=C(COc1ccccc1)NC(=S)Nc1cccc2cc(O)ccc12	3%	2%	4%	-9%	-3%	-16%	4%	3%	-0.2%	7	-5%
COc1ccc(N2C(C)=CS/C2=C(/C#N)c2nnc(N3CCOCC3)n2-c2ccccc2)cc1	-6%	-2%	.	-27%	1%	-12%	-6%	-10%	0.2%	-3	-1%
C=CCN(Cc1nc(-c2ccccc2)no1)C(=O)c1ccco1	-3%	0%	-7%	-4%	3%	-1%	17%	-7%	0.4%	12	7%
CCOc1cc(CNCc2ccccc2)ccc1OCc1ccc(Cl)cc1	-2%	-7%	-7%	-19%	-37%[inhibitor]	-2%	?	-6%	0.2%	3	?
O=C(NN=C(Cc1ccccc1)Cc1ccccc1)c1ccc(F)cc1	-6%	1%	8%[46.1 µM]	-9%	-1%	-12%	18%	-5%	-0.4%	1	?
Cc1cccc(NS(=O)(=O)c2nnc(NC(=O)c3cccc(C)c3)s2)c1	-2%	2%	-5%	5%	3%	-1%	9%	-7%	0.4%	-11	18%
CC(=O)Oc1ccc2oc(=O)c3c(c2c1)CCCN3C(=O)CN1CCN(c2ncccn2)CC1	5%	0%	5%	9%	4%	-1%	1%	-1%	0.3%	1	10%
COc1ccc(Cl)cc1NC(=S)NCc1cccnc1	2%	12%	2%	5%	-2%	-1%	-4%	-1%	-0.2%	13	-1%
Cc1cc(OC(=O)c2cccc([N+](=O)[O-])c2)c(C)cc1CN1CCOCC1	0%	-3%	.	-8%	-7%	3%	-9%	0%	-0.3%	5	6%
FC(F)(F)c1ccc2c(c1)n(Cc1ccccc1)c1[n+]2CCCCC1	1%	1%	-10%	3%	3%	-2%	4%	0%	-0.4%	0	0%
CCOC(=O)c1sc(NC(=O)c2ccc(OC)cc2)nc1C	-9%	0%	.	9%	-8%	-2%	?	-2%	0.1%	18	.
S=C(NCCCN1CCOCC1)Nc1ccc(Cl)c(Cl)c1	-15%	0%	-8%[46.1 µM]	-2%	-7%	-2%	-8%	-3%	-0.5%	10	0%

Screens (PubChem)
